Assay outcomes as filed in PubChem BioAssay.
aGal spleen mod: qHTS Assay for Inhibitors and Activators of Human alpha-Galactosidase From Spleen Homogenate. Alpha-galactosidase A (Homo sapiens), P06280. Potency, µM (doses to about 80 µM), without a hit: at the top dose activity change, negative = inhibition, usual class: inhibitors. human spleen homogenate, 4MU-alpha-Gal fluorescence, 40 min. 240,000 tested, 0.008% active;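 further: potency means the concentration at half of the fitted maximal effect; 0% = enzyme with vehicle and -100% = no enzyme basal signal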
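Spleen homogenate 1 ug + cpd (titration) + 4-MU-alpha-D-galactopyranoside 1 mM; 37C 40 min; 50 mM citrate/phosphate pH 5.0, 0.01% Tween-20; stop pH 10; fluorescence 365/440; AC50 via Hill.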
CBFb-RUNX1 inh: qHTS Assay for Compounds Blocking the Interaction Between CBF-beta and RUNX1 for the Treatment of Acute Myeloid Leukemia. Runt-related transcription factor 1 (Homo sapiens) + Core-binding factor subunit beta …. AlphaScreen CBFb-His/RUNX1-biotin binding, biochemical. Potency, µM (doses to about 59.8 µM), for the others: top-dose activity, negative = inhibition, usual class: inhibitors. 230,000 tested, under 10 active. AID 1477, 2009; further: % of control where 0% means no effect
Target sequence (Q01196 whole entry, looked up): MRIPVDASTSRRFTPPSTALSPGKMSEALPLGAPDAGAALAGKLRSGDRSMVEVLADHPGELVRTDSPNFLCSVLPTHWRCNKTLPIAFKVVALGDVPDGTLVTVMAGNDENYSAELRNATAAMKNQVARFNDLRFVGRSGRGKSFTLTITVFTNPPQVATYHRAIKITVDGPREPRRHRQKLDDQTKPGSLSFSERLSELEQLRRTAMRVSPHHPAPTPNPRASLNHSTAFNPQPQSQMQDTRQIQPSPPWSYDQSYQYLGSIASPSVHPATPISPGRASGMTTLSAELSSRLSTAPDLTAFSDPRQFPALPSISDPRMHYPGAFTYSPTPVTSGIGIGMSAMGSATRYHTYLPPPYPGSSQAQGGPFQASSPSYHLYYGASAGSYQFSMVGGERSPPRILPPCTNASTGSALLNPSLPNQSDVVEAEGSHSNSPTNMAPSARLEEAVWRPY
Target sequence (Q13951 whole entry, looked up): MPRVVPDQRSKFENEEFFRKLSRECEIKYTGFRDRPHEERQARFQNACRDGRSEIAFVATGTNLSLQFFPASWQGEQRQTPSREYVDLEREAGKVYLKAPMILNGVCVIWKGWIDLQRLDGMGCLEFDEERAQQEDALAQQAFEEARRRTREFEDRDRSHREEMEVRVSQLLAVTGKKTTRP
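AlphaScreen binding: CBFb-His and RUNX1-biotin (30 nM each) preincubated 20 min, compound added for 15 min, then nickel and streptavidin beads for 90 min, all at room temperature. Disruption of the interaction by any mechanism counts as activity.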
NPSR antag: qHTS Assay for Antagonists of the Neuropeptide S Receptor: cAMP Signal Transduction | Potency, µM (top dose mostly 38.3 µM), for inactives: at the highest dose activity change, negative = inhibition, actives largely listed as inhibitors | CHO-NPSR cells, cAMP TR-FRET, antagonist mode | AID 1461, 2008 | 220,000 tested, 1% active; further: potency means the concentration at half of the fitted maximal effect; on the % scale 0 is the no-effect control and ±100 the full control effect; nearly all actives have a fitted effect of over 50% in size; many of its hits are not listed in these tables
Target sequence (Q6W5P4 whole entry, looked up): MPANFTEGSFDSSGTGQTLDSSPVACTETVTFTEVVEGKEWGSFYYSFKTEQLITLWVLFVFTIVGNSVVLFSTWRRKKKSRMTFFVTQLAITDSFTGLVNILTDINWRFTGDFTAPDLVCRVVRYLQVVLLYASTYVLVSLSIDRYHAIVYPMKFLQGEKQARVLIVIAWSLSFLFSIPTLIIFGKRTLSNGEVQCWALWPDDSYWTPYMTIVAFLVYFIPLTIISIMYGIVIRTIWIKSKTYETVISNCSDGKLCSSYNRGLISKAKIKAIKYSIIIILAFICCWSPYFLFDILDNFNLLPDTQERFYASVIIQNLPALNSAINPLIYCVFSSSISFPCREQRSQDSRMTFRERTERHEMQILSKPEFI
Tau fluor cs: Counterscreen qHTS for Inhibitors of Tau Fibril Formation, Fluorescence Polarization | tau K18 P301L Alexa594 fluorescence, heparin fibrillization | Potency, µM (doses to about 57.7 µM), inactives show top-dose activity change, negative = decrease | 280,000 tested, 0.93% active; further: potency means the concentration at half of the fitted maximal effect; on the % scale 0 is the no-effect control and ±100 the full control effect; nearly all actives have a fitted effect of over 55% in size
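Human K18 P301L tau (15 uM unlabeled plus 0.24 uM Alexa 594-labeled, final) in 100 mM sodium acetate pH 7 was mixed with compound and 20 uM heparin and incubated 6 hr at 37 C.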
Tau fibril FP: qHTS for Inhibitors of Tau Fibril Formation, Fluorescence Polarization. K18 P301L tau heparin fibrillization, Alexa594 FP, 6 h. Potency, µM (highest dose often 57.7 µM), without a hit: at the highest dose activity, negative = inhibition, actives largely listed as inhibitors. 280,000 tested, 0.39% active; further: potency means the concentration at half of the fitted maximal effect; on the % scale 0 is the no-effect control and ±100 the full control effect; nearly all actives have a fitted effect of over 55% in size
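Heparin (20 uM) drove fibril formation of recombinant tau K18 P301L, 15 uM unlabeled with 0.24 uM Alexa 594 label, for 6 hr at 37 C in 100 mM sodium acetate pH 7. Fluorescence polarization (555/632 nm) read 1 hr after 30 uM ThT.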
TRb-SRC2 inh: qHTS for Inhibitors of the Interaction of Thyroid Hormone Receptor and Steroid Receptor Coregulator 2. Thyroid hormone receptor beta (Homo sapiens), P10828. TRbeta-SRC2 peptide binding, fluorescence polarization; receptor liganded with 1 µM T3. Potency, µM (doses to about 106 µM), without a hit: top-dose activity change, negative = inhibition, actives largely listed as inhibitors. 280,000 tested, 0.065% active;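 further: potency means the concentration at half of the fitted maximal effect; plate controls were bound peptide for no effect and peptide without receptor for full effect; nearly all actives have a fitted effect of over 50% in size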
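TRb LBD 0.6 uM + Texas Red SRC2 peptide 20 nM, 1 uM T3, Tris buffer w/ 5% DMSO; compound pinned, 5 h RT; FP read ex 555/em 632; normalized to unbound and bound controls.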
Epigenetic reg: Quantitative High-Throughput Screen for Regulators of Epigenetic Control; murine LDR cells, GFP reporter derepression, 30 h; Potency, µM (highest dose often 53.9 µM), inactives show at the top dose GFP activation, hits mostly activators; 280,000 tested, 0.2% active; further: potency means the concentration at half of the fitted maximal effect; % of control where 0% means no effect; nearly all actives have a fitted effect of over 60% in size
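GFP-positive cell count by laser-scanning cytometry (objects 20–120 um) after 30 h, 37 C compound exposure of murine LDR cells; reporter is CMV-GFP integrated at a silenced locus, inducible by HDAC or DNMT inhibitors.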
TR SRC2 fluor cs: Total Fluorescence Counterscreen for Inhibitors of the Interaction of Thyroid Hormone Receptor and Steroid Receptor Coregulator 2; TRb/SRC2 Texas Red total fluorescence interference; Potency, µM (series often up to 106 µM), for the others: at the highest dose fluorescence change, negative = quenching; 280,000 tested, 0.29% active; active means well fitted curve in either direction with a large enough effect; inconclusive means small, poorly fitted or top-dose-only effect; further: potency means the concentration at half of the fitted maximal effect; on the % scale 0 is the no-effect control and ±100 the full control effect
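Human TRb ligand-binding domain at 0.6 uM with 20 nM Texas Red SRC2 peptide in Tris buffer containing 1 uM T3 and 5% DMSO, incubated with compound 5 h at ambient temperature. Total fluorescence (555/632 nm) calculated as parallel + 2 × perpendicular.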
The depositor's hits bear a star; ? = inconclusive; nt = no result given; & = joins results of further samples; [ ] = another dose, or the depositor's remark. Unless noted, the call rests on the fitted dose curve; in most records, active means well fitted curve in the direction sought with a large enough effect; inconclusive means small, poorly fitted or top-dose-only effect, or another doubt; inactive means no such curve, though single readings can be large; an effect the other way counts as inactive or inconclusive. A portion of the library; rates above refer to the full screens.

SMILES	aGal spleen mod	CBFb-RUNX1 inh	NPSR antag	Tau fluor cs	Tau fibril FP	TRb-SRC2 inh	Epigenetic reg	TR SRC2 fluor cs
Cc1ccn2cc(C(=O)NC3CCN(Cc4ccccc4)CC3)nc2c1	2%	9%	19%[46.1 µM]	-4%	-5%	-6%	-0.7%	-2%
CCN=c1scc(-c2ccco2)n1/N=C/c1ccc(O)cc1	-9%	-10%	-7%[46.1 µM]	14µM*[quencher]	8%	-16%	7.2%	-3%
CCCn1nc(NC(=O)c2ccco2)c2cc3ccccc3nc21	8%	?	-32%	-9%	-4%	-3%	1.1%	-4%
CC/C(=N\NC(=O)CSc1ncccn1)c1ccc2c(c1)OCCO2	-3%	-5%	6%	3%	-1%	5%	8.7%	-2%
COc1ccc(NC(C)=O)cc1NC(C)C(=O)Nc1ccccc1F (stereo not given)	0%	-4%	-9%[46.1 µM]	-1%	-2%	-15%	0.0%	1%
Cc1cc(-c2nc(-c3ccc(C(C)(C)C)cc3)no2)no1	3%	7%	-4%	-5%	-3%	-1%	-1.3%	-3%
NS(=O)(=O)c1ccc(NC(=O)COC(=O)COc2ccc(Br)cc2)cc1	-10%	-5%	-12%	-21%	-7%	4%	1.1%	-4%
CCN(CC)C(=O)c1ccc2c(=O)n(CCOC)c(=S)[nH]c2c1	6%	7%	-7%[46.1 µM]	-9%	3%	-13%	-1.5%	-2%
COc1ccc(C2(CNC(=O)c3cccs3)CCOCC2)cc1	2%	4%	0%	4%	-2%	-3%	1.1%	1%
COc1ccc(CN=C2NN=C(c3cccc(OC)c3)CS2)cc1	-13%	?	-7%	-15%	-4%	-5%	-0.4%	-2%
Cc1ccc(Nc2ccc(-n3ccnc3)nn2)cc1C	8%	-8%	-13%[46.1 µM]	?	9%	-8%	-2.3%	-3%
N#Cc1c(-c2ccccc2)nc(SCC(=O)Nc2ccccc2)[nH]c1=O	0%	0%	-32%	-11%	4%	1%	-0.1%	7%
O=C(O)C1CSC(c2ccccc2Cl)N1C(=O)c1ccc(Cl)cc1 (stereo not given)	-12%	2%	-13%	-4%	11%	2%	0.9%	-3%
O=S(=O)(NCC(c1ccco1)N1CCOCC1)c1ccc(Cl)cc1 (stereo not given)	-1%	-8%	8%	-6%&4%	-3%&1%	-12%&3%	1.0%&3.4%	0%&-3%
O=C(O)c1cc(/C=C/c2ccc(N3CCOCC3)cc2)nc2ccccc12	-8%	10%	-23%	-19%	11%	4%	-1.4%	-3%
COC1CCN(C(=O)CC2C(=O)NCCN2CC2CCCCC2)CC1 (stereo not given)	-3%	-2%	-8%	-1%	-9%	-6%	1.5%	-3%
Cc1c(CNC2CCC(C)CC2)c(C(=O)O)c(C)n1Cc1ccccc1F (stereo not given)	nt	nt	nt	2%	3%	-2%	2.7%	-1%
CC(C)(C)Cc1nnc(NS(=O)(=O)Cc2ccccc2)s1	-4%	3%	-7%[46.1 µM]	6%	-1%	2%	-1.6%	-3%
O=C(c1ccccc1-c1nc(-c2ccc(Cl)cc2)no1)N1CCCC1	-12%	2%	-18%[46.1 µM]	-5%	9%	3%	-1.0%	-1%
CCOc1ccc(NC(=S)N2CCN(CCN3C(=O)c4cccc5cccc(c45)C3=O)CC2)cc1	-1%	5%	-8%	-20%	0%	0%	-0.4%	-1%
CCN1CCOC(=O)C1CC(=O)Nc1cccc(OC)c1 (stereo not given)	nt	nt	nt	-6%	-3%	-4%	-1.1%	3%
C=CCc1ccccc1OCC(O)CN1CCN(c2ccccc2)CC1 (stereo not given)	nt	nt	nt	-22%	11%	?	0.5%	1.6µM*[quencher]
C1CCC(Nc2nnnn2C2CCCCC2)CC1	-3%	1%	-8%[46.1 µM]	5%	3%	3%	-1.0%	2%
NNC(=O)COc1ccc(F)cc1	10%	0%	23%	-3%	2%	2%	-0.9%	0%
Cc1ccc(Cl)cc1NC(=O)C(=O)NCC(c1cccnc1)N1CCc2ccccc21 (stereo not given)	nt	nt	nt	?	?	1%	1.1%	?

Ten successive entries from above, quoted:
SMILES	aGal spleen mod	CBFb-RUNX1 inh	NPSR antag	Tau fluor cs	Tau fibril FP	TRb-SRC2 inh	Epigenetic reg	TR SRC2 fluor cs
CCN(CC)C(=O)c1ccc2c(=O)n(CCOC)c(=S)[nH]c2c1	6%	7%	-7%[46.1 µM]	-9%	3%	-13%	-1.5%	-2%
COc1ccc(C2(CNC(=O)c3cccs3)CCOCC2)cc1	2%	4%	0%	4%	-2%	-3%	1.1%	1%
COc1ccc(CN=C2NN=C(c3cccc(OC)c3)CS2)cc1	-13%	?	-7%	-15%	-4%	-5%	-0.4%	-2%
Cc1ccc(Nc2ccc(-n3ccnc3)nn2)cc1C	8%	-8%	-13%[46.1 µM]	?	9%	-8%	-2.3%	-3%
N#Cc1c(-c2ccccc2)nc(SCC(=O)Nc2ccccc2)[nH]c1=O	0%	0%	-32%	-11%	4%	1%	-0.1%	7%
O=C(O)C1CSC(c2ccccc2Cl)N1C(=O)c1ccc(Cl)cc1 (stereo not given)	-12%	2%	-13%	-4%	11%	2%	0.9%	-3%
O=S(=O)(NCC(c1ccco1)N1CCOCC1)c1ccc(Cl)cc1 (stereo not given)	-1%	-8%	8%	-6%&4%	-3%&1%	-12%&3%	1.0%&3.4%	0%&-3%
O=C(O)c1cc(/C=C/c2ccc(N3CCOCC3)cc2)nc2ccccc12	-8%	10%	-23%	-19%	11%	4%	-1.4%	-3%
COC1CCN(C(=O)CC2C(=O)NCCN2CC2CCCCC2)CC1 (stereo not given)	-3%	-2%	-8%	-1%	-9%	-6%	1.5%	-3%
Cc1c(CNC2CCC(C)CC2)c(C(=O)O)c(C)n1Cc1ccccc1F (stereo not given)	nt	nt	nt	2%	3%	-2%	2.7%	-1%

More compounds:
SMILES	aGal spleen mod	CBFb-RUNX1 inh	NPSR antag	Tau fluor cs	Tau fibril FP	TRb-SRC2 inh	Epigenetic reg	TR SRC2 fluor cs
O=c1c2cc(N3CCOCC3)ccc2[nH]c(=S)n1CCCN1CCCCCC1	-6%	20%	-19%[46.1 µM]	0%	11%	-3%	0.0%	3%
CCn1c(SCC(=O)Nc2ccccc2OC)nc2ccccc2c1=O	0%	-1%	-17%[46.1 µM]	-14%	0%	1%	-1.4%	1%
Cc1ccc(S(=O)(=O)N(C)CC(=O)Nc2cccc(C)n2)cc1	-10%	1%	-6%[46.1 µM]	-5%	0%	-5%	-1.1%	-6%
Cc1cc(C)n2[nH]c(=O)c(N=Nc3cccc(C(F)(F)F)c3)c2n1	1%	-2%	-9%[46.1 µM]	-7%	8%	-7%	0.1%	-4%
Cc1ccc(NC(=O)C2CCCN(C(=O)c3cnn(-c4ccccc4)c3-n3cccc3)C2)cc1 (stereo not given)	nt	nt	nt	-10%	-2%	12%	-2.7%	2%
CCN(CC)S(=O)(=O)c1ccc(NC(=O)[C@H](CSCc2ccccc2)N2Cc3ccccc3C2=O)cc1	nt	nt	nt	-20%	-1%	-9%	-1.1%	1%
CCN(CC(=O)NCc1cccs1)S(=O)(=O)c1ccc([N+](=O)[O-])cc1	0%	-1%	-3%	1%	0%	4%	-0.4%	-2%
O=C(C1CCN(c2ncnc3c2nc2n3CCCCC2)CC1)N1CCN(c2ccc(F)cc2)CC1	nt	nt	nt	-4%	6%	2%	-1.2%	4%
Cn1c(NCc2ccccc2)cc(=O)n(C)c1=O	-6%	2%	3%[46.1 µM]	4%	3%	-4%	-1.0%	1%
COC(=O)c1ccc(NC(=O)C23CC4CC(C2)CC(n2cncn2)(C4)C3)cc1	-4%	3%	1%[46.1 µM]	-3%	-2%	6%	-2.0%	-2%
COCCn1c(-c2ccccc2)nc2ccccc21	-5%	-16%	24%	-5%	10%	-9%	0.9%	0%
CN(Cc1cccs1)C(=O)CCc1ccc(S(=O)(=O)N2CCOCC2)cc1	-12%	-1%	6%[46.1 µM]	1%	5%	-6%	-0.9%	-6%
O=C(CCSCCc1ccccn1)Nc1ccc(Br)cc1F	4%	5%	-1%	-1%	5%	3%	2.8%	1%
Cc1cc(C(=O)O)c(CCCN)s1	-4%	-1%	-4%[7.67 µM]	-7%	1%	4%	0.3%	-2%
Cc1nc(-c2ccc(S(=O)(=O)N3CCN(Cc4ccccc4)CC3)s2)cs1	5%	9%	-15%	-29%	-5%	3%	-2.3%	2%
CCOc1ccc(NC(=O)CCN2CCN(S(=O)(=O)c3ccc(OC)cc3)CC2)cc1	9%	2%	-5%[46.1 µM]	-19%	4%	6%	0.0%	-1%
Cc1cc(C2=CC(C)(c3cc(C)oc3C)Nc3nc(C(F)(F)F)nn32)c(C)o1 (stereo not given)	-1%	0%	-14%[46.1 µM]	-11%	?	6%	-0.2%	6%
O=c1cc(CSc2ccccn2)[nH]c(=O)[nH]1	-10%	-3%	30%[46.1 µM]	0%	-1%	-17%	2.1%	-2%
Nc1nc(NCc2ccco2)nc(N2CCOCC2)c1[N+](=O)[O-]	1%	-3%	-6%	-3%	1%	-4%	0.8%	-2%
Cc1cc2c(cc1C)NC(=O)CC(C(F)(F)C(F)(F)C(F)(F)F)=N2	-1%	7%	10%[46.1 µM]	7%	1%	8%	-2.0%	0%
CC1CCN(C(=S)NC2CC3CCC2C3)CC1 (stereo not given)	0%	6%	4%	3%	2%	-6%	-1.1%	0%
O=C(OCC(=O)N1CCOCC1)C(c1ccccc1)c1ccccc1	-10%	2%	1%[46.1 µM]	-2%	0%	-10%	0.9%	-1%
